# Source: PubChem
# EBNA-1 inhibitor = blocks EBNA-1 binding to DNA; inhibition, % at 14.8 µM; EBNA-1 DNA binding, fluorescence polarization; actives 0.34% (n = 300,000); in the data active = inhibition above about 28%
# ZTA DNA inh = counter-screen for EBNA-1 inhibitors: inhibitors of Epstein-Barr virus ZTA. actives 0.15% (n = 320,000). inhibition, % at 11 µM. P03206. ZTA-DNA binding, fluorescence polarization; in the data active = inhibition above about 33%
# proCasp3 act = activators of human procaspase-3; actives 0.11% (n = 330,000); AID 463141; recombinant procaspase-3 D3A, Ac-DEVD-pNA absorbance 405 nm; activation, % at 8.5 µM; P42574;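 active = activation above the mean of all tested compounds plus 3 SD, cut at about 21% in these data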;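 also: 0% = DMSO alone and 100% = DMSO wells spiked with extra 5 µM PC-3 D3A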
#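 Compound: 8.5 µM single point, 0.8% DMSO / Material: Autoprocessing-dead procaspase-3 D3A mutant enzyme / Timing: 1 h preincubation plus 2 h reaction at 25 °C / Medium: Zinc-free HEPES/NaCl buffer with 0.01% Triton X-100 at pH 7.4 / Technique: 405 nm absorbance of p-nitroaniline, reads at 0 and 120 min / Repeats: one well per compound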
# MEP2 TOR yeast = modulators of TOR pathway MEP2-GFP in S. cerevisiae. S. cerevisiae MEP2-GFP strain, flow cytometry GFP, 3 h; 100% = DMSO control level. GFP response vs DMSO, % at 10 µM. actives 0.51% (n = 330,000). AID 2016;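 active = GFP response versus DMSO above a set limit, roughly screen mean plus 3 SD, cut at about 180% in these data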;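 also: median GFP fluorescence of the barcode-gated MEP2-GFP cells per well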
# proCasp7 act = activates human procaspase-7, counter-screen for procaspase-3 activators; P55210; actives 0.093% (n = 330,000); activation, % at 8.5 µM; recombinant procaspase-7, Ac-DEVD-pNA absorbance 405 nm; D23A/D198A/D206A triple mutant, cannot self-cleave; scale: DMSO 0, 5 µM enzyme 100;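 active = percent activation above the screen-wide mean plus 3 SD, cut at about 25% in these data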
#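 Assay system: Uncleavable procaspase-7 mutant enzyme / Input: 2 µM procaspase-7 mutant as dispensed / Dosing: single nominal 8.5 µM compound dose, 0.8% DMSO final / Timing: 1 h enzyme–compound preincubation and 2 h substrate reaction, both 25 °C / Detection: p-Nitroaniline absorbance at 405 nm, read at 0 and 120 min / Replication: singlicate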
# RPL19A-GFP yeast = yeast TOR pathway RPL19A-GFP modulation | AID 2025 | S. cerevisiae RPL19A-GFP strain, flow cytometry, 3 h; hits give low values | percent response vs DMSO, % at 10 µM | actives 0.3% (n = 330,000);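 active = percent response vs DMSO below 50%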;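 also: median channel GFP fluorescence of the barcoded RPL19A-GFP strain; ratio of sample median GFP to plate DMSO average so 100% = DMSO; lower means less RPL19A-GFP as with rapamycin TOR inhibition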
# LAP4-GFP MLPCN = alters LAP4-GFP fluorescence in TOR pathway yeast screen; actives 0.34% (n = 320,000); S. cerevisiae LAP4-GFP multiplex, flow cytometry GFP, 3 h; median GFP as percent of DMSO wells; GFP response vs DMSO, % at 10 µM;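 active = GFP response vs DMSO above a set limit, about the screen mean plus 3 SD, cut at about 150% in these data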
# AHR activator = activates the human aryl hydrocarbon receptor | AHR-responsive luciferase reporter cells, luminescence | actives 2.5% (n = 320,000) | activation, % at 5 µM; in the data active = activation above about 47%;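 also: 0% = vehicle wells and 100% = reference agonist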
# Active calls of the source: *; . = no result given.
# Order of results: LAP4-GFP MLPCN	AHR activator	MEP2 TOR yeast	proCasp3 act	ZTA DNA inh	RPL19A-GFP yeast	EBNA-1 inhibitor	proCasp7 act
1: Cc1c(C(=O)O)oc2ccc(S(=O)(=O)N(CC(C)C)CC(C)C)cc12
  119	0	106	6	6	105	2	8
2: Cc1cccnc1NC(=O)c1ccc(NS(=O)(=O)c2ccc3[nH]c(=O)[nH]c3c2)cc1
  104	-4	104	0	-11	106	-10	1
3: CCCc1cc(=O)[nH]c(SCC(=O)N2CCCc3ccccc32)n1
  93	1	99	4	9	116	4	-2
4: NC1=NC[C@H](Cc2ccc(O)cc2)N1CCCCC1CCCCC1
  127	-2	100	8	-7	106	-2	0
5: COc1ccc(C(C(=O)NC2CCCCC2)N(C(=O)c2ccco2)c2ccccc2C(C)=O)cc1 (stereo unspecified)
  90	-2	94	-12	-14	103	0	-7
6: O=C(Nc1ccnn1C1CCN(C/C=C/c2ccccc2)CC1)C1CCCC1
  95	0	97	5	0	99	-2	6
7: O=C(CSCc1c(F)cccc1Cl)NCCSCc1ccco1
  104	1	92	6	13	100	5	-7
8: Clc1cccc(Nc2nc(-c3ccncc3)cs2)c1
  117	98*	91	3	-26	94	0	-13
9: COc1ccc(CCNC(=O)c2ccccc2Cl)cc1OC
  97	1	97	-2	3	94	-14	4
10: CS(=O)(=O)Nc1ccc(Cc2ccc(NS(C)(=O)=O)cc2)cc1
  94	-1	92	10	1	92	-10	3
11: Cc1nn(-c2nc3ccccc3[nH]2)c(=O)c2ccccc12
  96	20	98	-4	12	96	7	6
12: O=C(OCCOCCN=C1NS(=O)(=O)c2ccccc21)c1ccccc1
  111	-1	107	9	6	104	-3	-2
13: COC(=O)c1ccc(CSc2nc3ccc(S(N)(=O)=O)cc3[nH]2)cc1
  97	-1	94	5	15	97	-9	8
14: Cc1ccc(NC(=O)COc2ccc(N(C)C(=O)C(C)(C)C)cc2)cc1S(=O)(=O)N1CCCCC1
  101	-5	103	1	.	102	.	9
15: CCCNc1c(NS(=O)(=O)c2ccc(C)c(C)c2)c(=O)oc2ccccc12
  88	3	100	8	3	97	0	-6
16: CCn1nccc1C(=O)Nc1ccc(Cl)cc1Cl
  102	-1	99	2	7	97	-7	-5
17: CCc1ccc2oc(-c3cccc(N)c3)nc2c1
  110	83*	108	6	-9	100	3	12
18: CCC1(C)Cc2c(C#N)c(N)sc(=S)c2CO1 (stereo unspecified)
  103	9	99	-12	-17	101	4	-18
19: CCCC(=O)Nc1ccc2c(c1)c1ccccc1n2CC
  97	69*	105	2	-6	104	4	-2
20: CCOC(=O)c1[nH]c(C)c(/C(O)=C2\C(=O)C(=O)N(CCCN(CC)CC)C2c2cccnc2)c1C (stereo unspecified)
  96	4	98	8	-7	100	3	5
21: CCn1c(SCC(=O)Nc2ccc3c(c2)n(C)c(=O)n3C)nnc1-c1ccncc1
  91	-4	104	0	2	108	10	-7
22: COc1ccc(CCNC(=O)C2CC3Cn4c(nc5cc(Cl)c(Cl)cc54)C3N2C)cc1 (stereo unspecified)
  98	1	100	-2	11	99	5	5
23: Cc1ccc(/C=N\NC(=O)c2cc(OCC(F)(F)F)ccc2OCC(F)(F)F)cc1
  106	12	115	7	-9	102	10	-10
24: CCCN(CCC)c1nc(NC2CCN(C(=O)OCC)CC2)nc(OC)n1
  89	-1	92	4	-13	93	4	8
25: CCc1cccc(C)c1NC(=O)CN1C(=O)c2ccccc2S1(=O)=O
  99	2	111	1	-10	104	-1	-1
26: CCC(=O)N1CCn2c1nc1ccccc12
  109	4	104	0	-6	100	-4	0
27: O=C(c1ccco1)N1CCN(c2ccc([N+](=O)[O-])cc2F)CC1
  101	0	107	1	-3	100	2	0
28: COc1cc(OC)nc(NC(=O)CSc2nnc(-c3ccccc3)n2C2CCCCC2)n1
  115	1	111	2	-3	104	7	0
29: CC1(C)Oc2ccc3ccc(=O)oc3c2C(N2CCCCC2)C1O (stereo unspecified)
  91	-2	93	-6	5	90	-6	0
30: Cc1cccc2[nH]c(CN(C)C(=O)CC3C(=O)NCCN3CC(C)(C)C)nc12 (stereo unspecified)
  101	2	102	-3	5	98	0	5
31: CC(=O)c1cccc(NC(=O)Nc2cnn(Cc3ccc(Cl)cc3Cl)c2)c1
  104	17	106	-1	8	105	7	7
32: Cc1cc(C(=O)NNC(=S)NCc2ccccc2)cs1
  84	-1	96	-1	8	102	12	-1
33: Cc1cc(C)nc(SC(C)C(=O)O)n1 (stereo unspecified)
  102	0	102	0	-1	101	9	-2
34: CCCCn1c(CCC(=O)O)nc2cc(S(=O)(=O)N(C)C)ccc21
  107	0	106	5	-17	111	-1	5
35: O=C(Cn1nc([N+](=O)[O-])nc1Br)NC(c1ccccc1)c1ccccc1
  93	-3	101	2	2	104	6	-5
36: Cc1cccc(C(=O)N/N=C/c2ccc(OC3CSC3)cc2)c1
  90	2	89	4	4	111	35*	1
37: CCOC(=O)N1CCN(CCC(=O)Nc2cccc(Cl)c2C)CC1
  103	11	115	-4	-12	110	1	0
38: CCCCNC(=O)c1ccc(NS(=O)(=O)c2ccc3[nH]c(=O)[nH]c3c2)cc1
  94	6	102	-3	-10	99	-11	-2
39: CC(C)(C)NC(=O)NC(=O)CSc1cccc(C(F)(F)F)c1
  102	5	101	-7	13	95	4	11
40: O=C(NCCCn1ccnc1)c1cc2c(ccc3ccccc32)o1
  110	12	94	11	-4	95	-3	-5
41: Cc1nc2cnccc2n1C
  97	3	94	0	-7	100	-7	9
42: CSc1nc(N)n(-c2cc(C(F)(F)F)ccn2)n1
  102	0	101	3	-14	102	-1	3
43: Cc1cccc(OCC(=O)NNc2c3ccccc3nc3ccccc23)c1
  93	-16	90	-7	-7	99	2	-11
44: CCN1CCN(Cc2ccc(NC(=O)c3cc(NC(=O)N4CCNC4=O)cc(OC)c3)cc2C(F)(F)F)CC1
  126	1	89	1	2	94	15	-2
45: CC(C)CN(C(=O)CSc1nnc2c(Cl)cc(C(F)(F)F)cn12)C1CCS(=O)(=O)C1 (stereo unspecified)
  99	-2	97	2	4	96	4	-1
46: COc1cccc(NC(=O)c2ccc(N3C(=O)C4CC=C(C)CC4C3=O)cc2)c1 (stereo unspecified)
  98	3	113	-5	1	99	11	-3
47: Cc1ccc2nc(SCC(=O)Nc3ccc4c(c3)OCCO4)[nH]c2c1
  97	22	100	9	12	95	4	-2
48: CCCCCCNS(=O)(=O)c1ccc(Cl)s1
  102	1	95	0	-13	95	3	7
49: CCn1c(SCc2ccc(C(=O)Nc3cc(C)cc(C)c3)cc2)nnc1-c1ccncc1
  93	4	99	-5	-15	94	-2	-1
50: Cc1nc(SCC(=O)NCC2CCCO2)nc(C)c1C (stereo unspecified)
  102	-1	106	3	.	100	.	-4

# Continuation.
# Order of results: LAP4-GFP MLPCN	AHR activator	MEP2 TOR yeast	proCasp3 act	ZTA DNA inh	RPL19A-GFP yeast	EBNA-1 inhibitor	proCasp7 act
51: CCSc1cc(N2CCCC2)nc(-c2ccccc2)n1
  113	1	141	0	23	98	10	11
52: CN1CCN(/N=C/c2nc(-c3ccc(Cl)cc3)n3ccccc23)CC1
  94	48*	93	-4	-11	91	-18	1
53: O=C(CCc1ccccc1)Nc1ccc(NC(=O)C2CCCCC2)nc1
  82	3	105	-2	5	98	6	0
54: COc1cc(C(=O)OCC(=O)Nc2ccc(OC(F)F)cc2)cc(OC)c1OC
  109	3	108	3	-5	91	-4	4
55: CCOC(=O)N1CCN(c2ccccc2O)CC1
  99	-7	102	-2	-5	100	2	9
56: S=C(c1ccccc1)N(c1ccccc1)c1ccccc1
  97	-1	96	-6	8	101	10	4
57: Cc1ccc(NC(=O)CN(C)C(=O)CSc2nc(C)cs2)cc1
  100	17	103	-3	5	102	1	-6
58: COc1ccccc1CN1CCNC(=O)C1CC(=O)NCCOc1cccnc1 (stereo unspecified)
  102	1	109	-3	1	106	-2	3
59: CC(/C=N/NC(=O)NC1CCCCC1)=C\c1ccccc1
  91	6	84	0	-2	92	2	6
60: CC(C)CNC(=O)c1cccc(NC(=O)c2ccccc2-c2ccccc2C(=O)O)c1
  97	1	103	0	-6	101	-7	1
61: COc1cccc(C2=CC(c3cccs3)n3nnnc3N2)c1 (stereo unspecified)
  108	24	107	7	2	105	11	0
62: Fc1ccc(C2Nc3cccc4cccc(c34)N2)cc1
  159*	51*	202*	4	-9	106	-14	-6
63: CCOc1ccccc1C1C(C(=O)OC)=C(N)OC2=C1C(=O)CCC2 (stereo unspecified)
  98	-1	107	4	0	101	7	-2
64: Cn1c2ccccc2c2ncn(CCCN3CCOCC3)c(=O)c21
  100	50*	99	-1	0	105	-3	12
65: COC(=O)c1c(NC(=O)CN2C(=O)C(=O)N(C(C)C)C2=O)sc(C)c1C
  100	2	101	0	3	97	.	-4

# Given in transposed form: part of the list above.
[43] Cc1cccc(OCC(=O)NNc2c3ccccc3nc3ccccc23)c1
[44] CCN1CCN(Cc2ccc(NC(=O)c3cc(NC(=O)N4CCNC4=O)cc(OC)c3)cc2C(F)(F)F)CC1
[45] CC(C)CN(C(=O)CSc1nnc2c(Cl)cc(C(F)(F)F)cn12)C1CCS(=O)(=O)C1 (stereo unspecified)
[46] COc1cccc(NC(=O)c2ccc(N3C(=O)C4CC=C(C)CC4C3=O)cc2)c1 (stereo unspecified)
[47] Cc1ccc2nc(SCC(=O)Nc3ccc4c(c3)OCCO4)[nH]c2c1
[48] CCCCCCNS(=O)(=O)c1ccc(Cl)s1
[49] CCn1c(SCc2ccc(C(=O)Nc3cc(C)cc(C)c3)cc2)nnc1-c1ccncc1
[50] Cc1nc(SCC(=O)NCC2CCCO2)nc(C)c1C (stereo unspecified)
screen / no.	43	44	45	46	47	48	49	50
LAP4-GFP MLPCN	93	126	99	98	97	102	93	102
AHR activator	-16	1	-2	3	22	1	4	-1
MEP2 TOR yeast	90	89	97	113	100	95	99	106
proCasp3 act	-7	1	2	-5	9	0	-5	3
ZTA DNA inh	-7	2	4	1	12	-13	-15	.
RPL19A-GFP yeast	99	94	96	99	95	95	94	100
EBNA-1 inhibitor	2	15	4	11	4	3	-2	.
proCasp7 act	-11	-2	-1	-3	-2	7	-1	-4

[51] CCSc1cc(N2CCCC2)nc(-c2ccccc2)n1
[52] CN1CCN(/N=C/c2nc(-c3ccc(Cl)cc3)n3ccccc23)CC1
[53] O=C(CCc1ccccc1)Nc1ccc(NC(=O)C2CCCCC2)nc1
[54] COc1cc(C(=O)OCC(=O)Nc2ccc(OC(F)F)cc2)cc(OC)c1OC
[55] CCOC(=O)N1CCN(c2ccccc2O)CC1
[56] S=C(c1ccccc1)N(c1ccccc1)c1ccccc1
[57] Cc1ccc(NC(=O)CN(C)C(=O)CSc2nc(C)cs2)cc1
[58] COc1ccccc1CN1CCNC(=O)C1CC(=O)NCCOc1cccnc1 (stereo unspecified)
screen / no.	51	52	53	54	55	56	57	58
LAP4-GFP MLPCN	113	94	82	109	99	97	100	102
AHR activator	1	48*	3	3	-7	-1	17	1
MEP2 TOR yeast	141	93	105	108	102	96	103	109
proCasp3 act	0	-4	-2	3	-2	-6	-3	-3
ZTA DNA inh	23	-11	5	-5	-5	8	5	1
RPL19A-GFP yeast	98	91	98	91	100	101	102	106
EBNA-1 inhibitor	10	-18	6	-4	2	10	1	-2
proCasp7 act	11	1	0	4	9	4	-6	3

[59] CC(/C=N/NC(=O)NC1CCCCC1)=C\c1ccccc1
[60] CC(C)CNC(=O)c1cccc(NC(=O)c2ccccc2-c2ccccc2C(=O)O)c1
screen / no.	59	60
LAP4-GFP MLPCN	91	97
AHR activator	6	1
MEP2 TOR yeast	84	103
proCasp3 act	0	0
ZTA DNA inh	-2	-6
RPL19A-GFP yeast	92	101
EBNA-1 inhibitor	2	-7
proCasp7 act	6	1
